# Bioassay records (PubChem)
# MBD2 inh – MBD2-methylated oligo binding inhibition; TR-FRET, MBD2 binding to methylated oligonucleotide; inhibition, % at 4.4 µM; 370,000 compounds, 0.31% hits; in the data active = inhibition above about 13%
# DAX1 inh-1 – DAX1 (NR0B1) inhibition, primary screen; 370,000 compounds, 1.1% hits; AID 652010; HEK293T StAR-luciferase reporter, SF-1/DAX-1 repression relief; inhibition, % at 6.8 µM;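 active = inhibition above the mean over all tested compounds plus 3 SD, cut at about 3.6% in these data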;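 also: 0% = DAX-1 cells with DMSO and 100% = cells lacking DAX-1 with DMSO; higher inhibition means more luminescence from relief of DAX-1 repression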
# hcDAF12 agonist – activates DAF-12 receptor from parasite H. contortus; HEK293 hcDAF-12 lit1-tk-luc reporter, luminescence; 0% DMSO, 100% Δ7-dafachronic acid; activation, % at 6.8 µM; 370,000 compounds, 1.4% hits;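 active = activation above the mean of all tested compounds plus 3 SD, cut at about 5.5% in these data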;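 also: 100% = response to 3 µM Δ7-dafachronic acid high control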
# hgDAF-12 ag – activates the H. glycines DAF-12 receptor ligand-binding domain | HEK293 GAL4-hgDAF12 UAS-luciferase reporter, agonist luminescence; normalized to butyrate control | AID 687014 | 370,000 compounds, 1.8% hits | activation, % at 6.8 µM;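 active = activation above a cutoff set at the mean of all screened compounds plus 3 SD, cut at about 10% in these data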;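 also: 0% = DMSO wells and 100% = sodium butyrate wells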
# DAX1 inh-2 – NR0B1 (DAX1) inhibition. HEK293 Gal4-DAX1 luciferase reporter, luminescence. inhibition, % at 6.75 µM. 340,000 compounds, 0.99% hits. AID 504766;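 active = inhibition above the mean over all tested compounds plus 3 SD, cut at about 4.2% in these data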;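 also: 0% = DAX1-transfected cells with DMSO and 100% = empty-vector control cells with DMSO; inhibition shows as a rise in luminescence from relieved DAX1 repression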
# Target sequence (P51843 207-470 limits assumed): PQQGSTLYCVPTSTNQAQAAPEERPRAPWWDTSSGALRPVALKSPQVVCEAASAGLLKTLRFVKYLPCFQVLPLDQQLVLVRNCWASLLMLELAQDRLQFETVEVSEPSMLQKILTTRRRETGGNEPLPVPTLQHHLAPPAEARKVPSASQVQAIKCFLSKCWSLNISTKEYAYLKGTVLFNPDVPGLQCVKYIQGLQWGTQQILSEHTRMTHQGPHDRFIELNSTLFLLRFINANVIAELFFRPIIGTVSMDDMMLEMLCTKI
# SMARCA2 activ – SMARCA2 function activation, primary screen | MG213 cells, MMTV-luciferase reporter, dexamethasone, overnight | activation, % at 9.1 µM | 370,000 compounds, 1% hits | AID 652017; in the data active = activation above about 7.8%;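 also: 0% = vehicle wells and 100% = reference activator wells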
# PLCb3 inh – PLC-beta3 (human) inhibition, primary screen; AID 720704; 370,000 compounds, 0.18% hits; inhibition, % at 12.2 µM; Purified PLC-beta3, fluorogenic substrate, fluorescence; in the data active = inhibition above about 11%;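 also: 0% = median of compound wells on plate and 100% = full blocker control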
# Rev-erbA mod – Rev-erb alpha (human) modulation; activity, % at 10 µM; Rev-erbα–FITC-DNA binding, fluorescence polarization, 90 min; 370,000 compounds, 0.79% hits;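 active = activity above about 14%, limit read from the data; passing the limit was not always enough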;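 also: 0% = DMSO wells with 35 nM protein and 100% = DMSO wells with 750 nM protein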
# ssDAF12 agonist – activates DAF-12 receptor from parasite S. stercoralis; HEK293 ssDAF-12/GRIP1 lit1-tk-luc reporter, luminescence; % of 3 µM dafachronic acid response; activation, % at 6.8 µM; 370,000 compounds, 1% hits; AID 652126;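 active = activation above the mean over all tested compounds plus 3 SD, cut at about 0.9% in these data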;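 also: 0% = DMSO-only wells and 100% = 3 µM delta7-dafachronic acid wells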
# ADAM17 inh – inhibits human ADAM17; inhibition, % at 6.95 µM; recombinant ADAM17, EDANS/DABCYL FRET peptide cleavage; 370,000 compounds, 0.83% hits;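 active = inhibition above the mean of compounds lying between control limits plus 3 SD, set per campaign, cut at about 8.5% in these data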;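 also: 0% = DMSO-only wells as the low control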
# Target sequence (P78536 215-824 limits assumed): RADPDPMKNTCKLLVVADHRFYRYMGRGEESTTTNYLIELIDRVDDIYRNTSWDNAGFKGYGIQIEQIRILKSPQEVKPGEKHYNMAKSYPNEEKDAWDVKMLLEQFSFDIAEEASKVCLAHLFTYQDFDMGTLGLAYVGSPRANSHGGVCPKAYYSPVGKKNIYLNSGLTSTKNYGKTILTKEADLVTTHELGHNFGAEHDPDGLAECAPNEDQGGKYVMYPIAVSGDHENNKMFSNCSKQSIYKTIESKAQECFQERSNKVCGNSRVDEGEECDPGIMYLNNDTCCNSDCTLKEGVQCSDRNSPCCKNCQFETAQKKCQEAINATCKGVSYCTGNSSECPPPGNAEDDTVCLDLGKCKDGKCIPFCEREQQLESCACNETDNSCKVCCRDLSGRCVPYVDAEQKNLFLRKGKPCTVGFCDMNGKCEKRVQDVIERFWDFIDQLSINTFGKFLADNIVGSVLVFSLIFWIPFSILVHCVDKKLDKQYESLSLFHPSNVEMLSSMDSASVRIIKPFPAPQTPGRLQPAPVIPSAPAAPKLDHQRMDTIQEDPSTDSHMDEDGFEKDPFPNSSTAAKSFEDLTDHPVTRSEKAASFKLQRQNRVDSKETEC
# PLCg1 inh – PLC-gamma1 (human) inhibition, primary screen. 370,000 compounds, 0.84% hits. inhibition, % at 12.2 µM. P19174. purified PLC-gamma1, fluorogenic substrate, fluorescence; in the data active = inhibition above about 9.5%
# An asterisk follows results filed as active; i = inactive; / = no result given. No enrichment for hits; about 7.4% have a hit in one of these screens.
SMILES,MBD2 inh,DAX1 inh-1,hcDAF12 agonist,hgDAF-12 ag,DAX1 inh-2,SMARCA2 activ,PLCb3 inh,Rev-erbA mod,ssDAF12 agonist,ADAM17 inh,PLCg1 inh
CSc1ccc(CN2CCC2(C)C(=O)Nc2cccc(NS(C)(=O)=O)c2)cc1 (stereo not drawn),-2,-1.4,-3.6,1.6,/,0,1,-5,-1.5,0,3
c1coc(CNC2CCCCC2)c1,1,-0.4,-1.3,0.2,0.9,-2,0,-4,-1.0,-4,0
c1ccc(CCNc2nc(-c3cccnc3)cs2)cc1,-4,1.7,1.2,6.8,1.5,3,0,/,-0.8,2,-5
Clc1ccc(-c2csc(N3CCCCCC3)n2)cc1,9,0.3,2.1,2.9,1.2,-1,8,-5,-1.1,-10,-1
O=C(Nc1ccncc1)C1CC(=O)N(c2ccccc2)C1 (stereo not drawn),-8,-2.4,-0.5,-3.8,0.1,-3,-6,-10,-1.1,-1,-2
COc1ccc(N(C)S(=O)(=O)c2ccc(Cl)c(C(=O)NNC(=O)c3ccccc3O)c2)cc1,1,0.5,1.0,0.3,-1.0,1,-9,5,-0.5,-3,-2
O=C(Nc1nnc(C2CC2)s1)c1cc2ccccc2o1,-5,6.1*,3.4,13*,2.4,2,-97,-6,0.3,-16,-85
Cn1c(=O)c2[nH]c(SCC(=O)N3CCN(c4cccc(C(F)(F)F)c4)CC3)nc2n(C)c1=O,0,-0.9,-2.4,-2.5,/,-1,0,-1,-1.4,-2,0
COc1ccc(N2CCN(S(=O)(=O)c3ccc4oc(=O)ccc4c3)CC2)cc1,1,0.3,-0.4,0.3,2.9,-3,-5,-5,-0.7,1,4
O=C(C[n+]1ccc(C(=O)N/N=C/c2ccc(O)cc2)cc1)c1ccccc1,-3,-0.1,-2.4,-1.1,0.4,0,-31,2,-0.7,-1,-19
Cc1cc(=O)oc(C)c1C(=O)N1CCN(C)CC1,3,-0.2,-0.9,-0.7,0.1,0,3,3,-0.8,-4,-1
CCN(CC)CCOC(=O)c1ccc(NC(=O)CNC(=O)c2ccccc2)cc1,1,0.6,1.3,-0.5,-0.5,-4,1,0,-1.1,1,5
COc1ccccc1C1C(C(N)=O)=C(C)Nc2nc(-c3ccccc3Cl)nn21 (stereo not drawn),0,-0.2,-0.2,1.9,1.7,-2,-32,3,-0.9,-15,-26
CC(=O)c1cc2c(cc1NS(=O)(=O)c1ccc(C)cc1)OCCO2,2,-0.7,-0.2,0.9,-0.8,-1,-4,5,-1.6,-1,0
CCOC(=O)N1CCC(NC(=O)c2ccc3c(c2)N(CC)CCS3)CC1,-2,-0.1,-4.3,-1.2,0.5,-1,i,-12,-1.2,-376,i
COc1cc2c(cc1OC)C(=O)NCC(C)(C)O2,-2,0.3,-0.9,-1.3,4.3*,1,2,-3,-1.5,1,1
C=CCN1C(=O)N/C(=C/c2ccc(N3CCOCC3)o2)C1=O,-6,-0.9,-1.0,0.1,/,6,3,-3,-0.8,-3,-1
Cc1ccccc1Nc1nnc(SCC(=O)NC(=O)NCc2ccco2)s1,10,-0.7,-2.0,-1.5,0.6,-2,-4,-18,-1.2,-4,-1
O=C(Cn1cc2c(n1)CCCCC2)NC1CCN(Cc2ccccc2)CC1,-4,-1.7,-0.2,1.5,0.9,-4,4,-3,-1.8,0,2
Cc1nn(Cc2cccc(C(=O)Nc3ccn(Cc4c(F)c(F)cc(F)c4F)n3)c2)c(C)c1[N+](=O)[O-],5,-2.2,-4.1,-4.8,-0.7,-6,2,-1,-2.8,4,6
CCOc1ccccc1NC(=O)C1CCCN(c2c(CC)c(C)nc3ncnn23)C1 (stereo not drawn),-3,-0.4,-0.8,-3.5,-1.6,-3,-4,-11,-1.4,0,-4
Cn1nccc1-c1ccc(C(=O)NCc2ccco2)c2occc12,-2,2.6,0.8,13*,/,1,0,8,-0.2,-3,-2
Cc1cccc(OCCNC(=S)NC(=O)c2cncc(Br)c2)c1,3,0.7,0.6,-0.4,-0.3,0,-5,-1,-1.0,-2,0
CCSc1nc2cc(OC)c(OC)cc2c(=O)n1CC,5,0.0,-3.0,1.0,1.1,-2,1,5,-1.4,-4,1
CCOc1ccc(S(=O)(=O)N2CCC(C(=O)Nc3cc(S(C)(=O)=O)ccc3Cl)CC2)cc1,2,0.5,-1.0,0.2,0.7,-2,-3,-7,-1.4,2,4
CCc1ccc(C(=O)COC(=O)C2=NN(c3ccccc3)C(=O)CC2)cc1,-3,1.7,0.8,-0.4,1.2,4,-5,-3,-1.4,1,0
Cc1cccc(-n2c(=O)c(C#N)cc3c(=O)n4ccccc4nc32)c1,-1,0.6,-0.7,0.8,0.2,-7,-387,1,-1.1,i,-295
Cc1ccc2c(C)c(C(=O)N3CCN(c4ccncc4)CC3)oc2c1C,0,-0.1,-1.5,-3.0,-0.9,-2,-6,1,-1.3,-4,-1
Cc1c[n+](CC(=O)c2ccccc2)c(C)cn1,-7,0.4,-0.7,-0.2,0.7,1,-34,-2,-0.3,-10,-18
CCC(C)C(=O)Nc1nc(C)c(-c2csc(Nc3ccccc3OC)n2)s1 (stereo not drawn),-4,0.5,-0.5,0.7,1.2,-1,-29,2,-1.2,2,-16
CC(=O)c1ccc(N2CCN(c3ccnc4cc(Cl)ccc34)CC2)cc1,3,-0.9,-2.4,-1.4,-0.9,5,-13,12,-1.0,1,-5
O=C(/C=C/[C@H]1O[C@@H](n2ccc(=O)[nH]c2=O)[C@H](O)[C@@H]1O)N1CCN(Cc2ccc(F)cc2)CC1,-1,3.4,-1.0,-0.7,/,5,5,-6,-1.1,1,2
CCn1c(-c2ccccc2SC)n[nH]c1=S,3,-0.5,-1.2,-1.0,-0.8,2,3,-1,-1.4,2,3
O=S(=O)(Cc1ccc(Cl)cc1)Oc1ccc(Cl)cc1,-2,-1.2,-1.3,-0.4,-1.5,-2,1,-5,-0.8,5,2
CC(C)c1ccc(S(=O)(=O)N2CCN(C(=S)NCc3ccco3)CC2)cc1,-1,-0.6,-1.6,-0.6,-0.5,-4,-36,-6,-1.8,9.5*,3
CCc1c(C)c2c(C)[nH]nc2oc1=O,-2,0.4,-1.5,-1.2,0.1,0,-3,5,-0.6,2,2
C=C(C)C(=O)Nc1cccc(C2=NOC3(C2)C[C@H](C(N)=O)N(C(=O)c2ccccc2C(=O)c2ccccc2)C3)c1 (stereo partly drawn),31*,-1.0,0.5,1.3,-0.7,1,0,1,-1.1,-1,2
CC#CC(=O)N1CCC(C(=O)Nc2ccc(Oc3ccccc3)nc2)CC1,-1,-0.6,-0.7,-0.4,-0.1,0,0,-2,-0.8,9,2
COC(=O)c1ccc(-n2c(C)nc(=O)c(-c3ccccc3)c2C)cc1,1,0.9,0.6,1.2,1.0,-1,3,0,-1.4,-4,5
COc1ccc(CCNC(=O)CCCCn2c(=O)[nH]c3ccccc3c2=O)cc1OC,-7,-1.2,-2.2,-2.4,-1.5,-3,6,1,-0.9,6,2
COc1ccc(NC(=O)C2CCC(CNc3c(N4CCCCC4)c(=O)c3=O)CC2)c(OC)c1 (stereo not drawn),-1,0.5,-1.9,-1.7,1.1,1,-6,-1,-1.6,-2,-1
Nc1c2c(nc3ccccc13)CCCC2=O,-3,0.7,6.5*,3.1,1.5,0,-20,1,0.7,-34,-11
COc1ccc(CN(C)C(=O)COC(=O)c2cnc(Cl)c(Cl)c2)cc1,1,-0.7,-0.1,-0.3,0.0,-3,-6,0,-1.3,-1,0
CCCN1CCN(CC(=O)Nc2cc(OCC)ccc2OCC)CC1,-4,-0.3,1.1,1.0,-1.1,-2,-2,0,-0.9,-1,4
CCN(CC)C(=O)C1=C(C)N(Cc2ccc(OC)cc2)C(=O)C(CC(=O)NCCc2ccccn2)C1 (stereo not drawn),-5,1.4,-2.0,0.8,-0.2,-2,5,2,-1.5,4,2
Cn1c(Cl)c(/C=N/OC(=O)C2CC2)c2ccccc21,1,0.3,-1.3,0.2,0.2,-3,-1,-2,-0.3,2,2
COc1cc(C2Nc3ccc4ccccc4c3C3=C2C(=O)CC(C)(C)C3)ccc1OCC(=O)O (stereo not drawn),-5,0.2,0.2,-0.3,1.4,-3,i,9,-0.1,i,i
CCOc1ccc(NC(=O)c2ccc(NCC(=O)N3CCCCCC3)cc2)cc1,-9,-0.5,-1.5,-3.5,-1.0,-1,1,1,-2.2,7,0

# Ordered by number of heavy atoms (rising): 11 of the compounds above
SMILES,MBD2 inh,DAX1 inh-1,hcDAF12 agonist,hgDAF-12 ag,DAX1 inh-2,SMARCA2 activ,PLCb3 inh,Rev-erbA mod,ssDAF12 agonist,ADAM17 inh,PLCg1 inh
CCc1c(C)c2c(C)[nH]nc2oc1=O,-2,0.4,-1.5,-1.2,0.1,0,-3,5,-0.6,2,2
CCn1c(-c2ccccc2SC)n[nH]c1=S,3,-0.5,-1.2,-1.0,-0.8,2,3,-1,-1.4,2,3
O=S(=O)(Cc1ccc(Cl)cc1)Oc1ccc(Cl)cc1,-2,-1.2,-1.3,-0.4,-1.5,-2,1,-5,-0.8,5,2
CCCN1CCN(CC(=O)Nc2cc(OCC)ccc2OCC)CC1,-4,-0.3,1.1,1.0,-1.1,-2,-2,0,-0.9,-1,4
CC(C)c1ccc(S(=O)(=O)N2CCN(C(=S)NCc3ccco3)CC2)cc1,-1,-0.6,-1.6,-0.6,-0.5,-4,-36,-6,-1.8,9.5*,3
CCOc1ccc(NC(=O)c2ccc(NCC(=O)N3CCCCCC3)cc2)cc1,-9,-0.5,-1.5,-3.5,-1.0,-1,1,1,-2.2,7,0
COc1ccc(CCNC(=O)CCCCn2c(=O)[nH]c3ccccc3c2=O)cc1OC,-7,-1.2,-2.2,-2.4,-1.5,-3,6,1,-0.9,6,2
COc1ccc(NC(=O)C2CCC(CNc3c(N4CCCCC4)c(=O)c3=O)CC2)c(OC)c1 (stereo not drawn),-1,0.5,-1.9,-1.7,1.1,1,-6,-1,-1.6,-2,-1
COc1cc(C2Nc3ccc4ccccc4c3C3=C2C(=O)CC(C)(C)C3)ccc1OCC(=O)O (stereo not drawn),-5,0.2,0.2,-0.3,1.4,-3,i,9,-0.1,i,i
CCN(CC)C(=O)C1=C(C)N(Cc2ccc(OC)cc2)C(=O)C(CC(=O)NCCc2ccccn2)C1 (stereo not drawn),-5,1.4,-2.0,0.8,-0.2,-2,5,2,-1.5,4,2
C=C(C)C(=O)Nc1cccc(C2=NOC3(C2)C[C@H](C(N)=O)N(C(=O)c2ccccc2C(=O)c2ccccc2)C3)c1 (stereo partly drawn),31*,-1.0,0.5,1.3,-0.7,1,0,1,-1.1,-1,2
